# EPAC2 agonist = EPAC2 (human) agonism | EPAC2 activation, biochemical qHTS; response scale: 100% = 6.5 mM cAMP response | AID 720711 | Potency, µM (top dose mostly 154 µM), without a hit: at the highest dose activation, actives largely listed as activators | 360,000 compounds, 0.079% hits; also: potency is read from the fitted curve at half-maximal effect; nearly all actives have a fitted effect of over 50% in size
# Target sequence (Q8WZA2 whole entry, looked up): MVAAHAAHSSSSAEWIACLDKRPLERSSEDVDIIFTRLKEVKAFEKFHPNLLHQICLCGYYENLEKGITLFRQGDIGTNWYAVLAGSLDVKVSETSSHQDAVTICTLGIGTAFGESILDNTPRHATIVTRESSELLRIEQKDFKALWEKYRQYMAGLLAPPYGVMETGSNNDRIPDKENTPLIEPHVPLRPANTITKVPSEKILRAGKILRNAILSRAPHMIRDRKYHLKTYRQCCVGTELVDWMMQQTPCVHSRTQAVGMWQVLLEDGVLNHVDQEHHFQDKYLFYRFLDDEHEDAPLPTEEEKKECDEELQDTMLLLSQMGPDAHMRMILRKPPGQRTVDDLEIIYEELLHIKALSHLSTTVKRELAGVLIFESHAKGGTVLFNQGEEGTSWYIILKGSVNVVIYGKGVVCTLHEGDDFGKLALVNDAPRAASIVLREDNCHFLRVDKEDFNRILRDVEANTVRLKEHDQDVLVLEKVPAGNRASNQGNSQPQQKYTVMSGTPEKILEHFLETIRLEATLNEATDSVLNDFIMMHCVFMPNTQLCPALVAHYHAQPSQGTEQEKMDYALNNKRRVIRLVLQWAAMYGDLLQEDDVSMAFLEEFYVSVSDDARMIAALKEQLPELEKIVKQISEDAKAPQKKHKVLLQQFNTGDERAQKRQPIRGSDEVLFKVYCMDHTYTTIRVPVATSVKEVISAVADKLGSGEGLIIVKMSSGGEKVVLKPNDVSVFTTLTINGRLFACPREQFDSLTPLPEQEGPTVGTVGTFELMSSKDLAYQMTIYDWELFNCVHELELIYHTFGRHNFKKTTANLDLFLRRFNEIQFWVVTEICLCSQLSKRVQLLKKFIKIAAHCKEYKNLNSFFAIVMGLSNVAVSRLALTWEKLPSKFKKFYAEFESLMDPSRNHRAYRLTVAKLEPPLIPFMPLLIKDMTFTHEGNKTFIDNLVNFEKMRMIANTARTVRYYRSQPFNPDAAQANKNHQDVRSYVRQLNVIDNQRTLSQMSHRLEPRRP
#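 qHTS, titration series. 100 nM EPAC2 / 250 nM Rap1B-BODIPY-GDP / 50 uM GDP; RT; ex 480/em 540 nm, 5-min reads to 30 min. Norm. to 6.5 mM cAMP = activation.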
# ATXN2 expr inh = reduces ATXN2 reporter expression in HEK-293 cells. AID 1745845. Potency, µM (titrated, usually from 57 µM), without a hit: top-dose activity change, negative = inhibition, most hits filed as inhibitors. 360,000 compounds, 0.72% hits. HEK-293 ATXN2-luciferase reporter, luminescence, 24 h; also: potency is read from the fitted curve at half-maximal effect; % is scaled to controls: 0 for no effect and ±100 for the full control effect; nearly all actives have a fitted effect of over 55% in size
#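 ATXN2-luciferase reporter cells (luciferase flanked by upstream and downstream ATXN2 gene portions) were treated 24 h at 37 °C with compounds at up to 57 uM. SteadyGlo luminescence gave expression; GF-AFC fluorescence gave viability.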
# TGFb SMAD3 inh = blocks TGF-b signaling. HepG2 CAGA-GFP TGF-b/SMAD3 reporter, GFP fluorescence, 18 h; TGF-beta stimulated, 500 pg/mL final. Potency, µM (series often up to 46.1 µM), inactives show top-dose activity, negative = inhibition, usual class: inhibitors. 410,000 compounds, 1.2% hits; also: potency is read from the fitted curve at half-maximal effect; % is scaled to controls: 0 for no effect and ±100 for the full control effect; nearly all actives have a fitted effect of over 65% in size
#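 HEPG2 CAGA-GFP reporter cells (1000/well, DMEM with 1% FBS) received compounds, then recombinant TGF-beta at 500 pg/mL final for 18 hours at 37 degrees C. Per-cell GFP summed per well was normalised to unstimulated and stimulated DMSO controls before curve fitting.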
# Nrf2 block = inhibitors of Nrf2 signaling; AID 504444; Potency, µM (series often up to 46 µM), inactives show top-dose activity change, negative = inhibition, hits mostly inhibitors; 360,000 compounds, 2.1% hits; A549 ARE-Fluc reporter, luciferase luminescence, 18-24 h; also: potency is read from the fitted curve at half-maximal effect; % is scaled to controls: 0 for no effect and ±100 for the full control effect; nearly all actives have a fitted effect of over 60% in size
#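 Nrf2 activity is the BugLite luminescence, read 15 min after reagent at room temperature, following CellTiter-Fluor cytotoxicity readout (30 min, 37C). Compound titrations were applied for 18-24 h to 5000 A549 ARE_Fluc cells/well in 5% FBS OPTI-MEM.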
# ATXN viability = reduces viability in counter-screen for ATXN expression inhibitors; S2 cells (HEK-293 line with an ATXN2-luciferase reporter) viability, CellTiter-Fluor protease fluorescence, 24 h; Potency, µM (top dose mostly 56.7 µM), most hits filed as cytotoxic; 400,000 compounds, 0.49% hits; AID 651635; also: potency is read from the fitted curve at half-maximal effect; nearly all actives have a fitted effect of over 40% in size
# HepG2 viability = kills HepG2 cells in TGF-b inhibitor counter-screen | HepG2 CAGA-GFP viability, ATP luminescence, 18 h | Potency, µM (series often up to 46.1 µM), inactives show at the top dose activity change, negative = cytotoxicity, hits mostly cytotoxic | 410,000 compounds, 0.76% hits; also: potency is read from the fitted curve at half-maximal effect; some results filed as inactive show a strong effect at the top dose
#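 CellTiter-Glo luminescence gave cytotoxicity after 18 hours at 37 degrees C. The cells were HepG2 CAGA-GFP in 1% FBS DMEM, stimulated with 500 pg/mL TGF-beta after compound addition. %Activity was normalised to no-cell wells (complete cell-killing) and DMSO (no toxicity), and curves were fitted and classified.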
# IL2 activator = activators of IL-2. IL-2 activation reporter assay, cell-based qHTS; stimulated with anti-CD3/CD4/CD28 beads; in transgenic mouse T cells. activation, % (series mostly up to about 46 µM). 360,000 compounds, 0.065% hits. AID 652025; in the data active = activation above about 50%; inconclusive = mostly about 30% to 49%; also: 0% is about no effect
#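 Unstimulated transgenic mouse T cells; 60-min compound exposure; bead-based TCR/CD4/CD28 stimulation; 18 h culture, 37 degrees C; dual fluorescence (EGFP, DsRed) plate cytometry.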
# A549 viability = kills or reduces viability of A549 cells in Nrf2 counter-screen; AID 504648; 390,000 compounds, 0.16% hits; A549 ARE-Fluc cells, CellTiter-Fluor viability, 18-24 h; Potency, µM (doses to about 46 µM), without a hit: at the highest dose activity change, negative = cytotoxicity, usual class: inhibitors; also: potency is read from the fitted curve at half-maximal effect; % is scaled to controls: 0 for no effect and ±100 for the full control effect
#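 A549 ARE_Fluc cells in 5% FBS OPTI-MEM were exposed to compounds in concentration-response for 18-24 h at 37 deg C. Viability was read by CellTiter-Fluor fluorescence (Ex 405/Em 525) after 30 min, before the luciferase read.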
# Nrf2 ARE act = activators of Nrf2 (ARE) signaling | AREc32 ARE-luciferase reporter (MCF7-derived line), luminescence, 24 h | Potency, µM (top dose mostly 46.1 µM), without a hit: at the highest dose activation, actives largely listed as activators | AID 624171 | 410,000 compounds, 0.31% hits; also: potency is read from the fitted curve at half-maximal effect; % of control where 0% means no effect; nearly all actives have a fitted effect of over 65% in size
#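 AREc32 cells carrying an ARE-driven firefly luciferase reporter were seeded at 1000 cells/well in OPTI-MEM with 5% FBS, then exposed to compound for 24 hr at 37 deg C. Luminescence was read with Steady-Glo after 30 min at RT.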
# * marks the source's active call; other numbers are inactive results; i = inactive; ? = inconclusive; . = no result given; & = joins results of further samples; [ ] = another dose, or the depositor's remark. Unless noted, calls follow the shape of the dose curve; as a rule, active = well fitted curve in the direction sought with a large enough effect; inconclusive = small, poorly fitted or top-dose-only effect, or another doubt; inactive = no such curve, though single readings can be large; an effect the other way counts as inactive or inconclusive.
entry	canonical_smiles	EPAC2 agonist	ATXN2 expr inh	TGFb SMAD3 inh	Nrf2 block	ATXN viability	HepG2 viability	IL2 activator	A549 viability	Nrf2 ARE act
1	COc1ccc(C(=O)O)cc1NC(=S)NC(=O)c1ccc(-c2ccc(Cl)cc2)o1	10%	0%	1%	?	i	-14%	-0.3	-13%	0.3%
2	O=C1c2ccccc2-c2nc3ccccc3n21	6%&-2%	21%&20%	-8%&-3%	?	i	-24%&-32%	0.7&2.3	-1%&-7%	-0.8%&0.2%
3	O=C(NCc1ccc(F)cc1)c1c2c(nc3ccccc13)C(=O)N(C1CCCCC1)C2	.	-1%	4%	-2%	i	-30%	.	-7%	0.4%
4	COc1ccc(CCn2c(C)cc(C(=O)CSc3nnnn3C)c2C)cc1	0%[15.6 µM]	-8%	9%	24%	i	7%	0.2	-4%	-0.8%
5	C/C(CC(=O)NCc1ccc(F)cc1)=N\NC(N)=S	11%	-34%	-4%	-16%	i	-15%	-1.7	4%	2.2%
6	COc1ccc(CC(=O)Nc2ccc(N3CCN(c4ccc(OC)cc4)CC3)c(C#N)c2)cc1	-2%	-24%	3%	?	i	-14%	-0.7	-18%	0.5%
7	Cc1nnc(SCc2cc(=O)n3[nH]cnc3n2)s1	4%	1%	?	-4%	i	-26%	-0.5	-6%	0.4%
8	Cc1ccc(-n2c(Cc3cccn3C)nnc2SCC(N)=O)cc1	-4%	4%	-29%	14%	i	-5%	1.3	-2%	-0.4%
9	O=C(NCc1ccccc1)c1ccc(NC(=O)C2CCC2)cc1	0%	6%	10%	-9%	i	17%	0.1	7%	0.3%
10	CCOc1ccc(C(O)C(CN2CCOCC2)c2ccccc2)cc1 (configuration not stated)	0%	2%	6%	10%	i	0%	2.1	-5%	-0.8%
11	Cc1nnc(SCc2cccc([N+](=O)[O-])c2)s1	8%	30%	0%	19%	i	-1%	-0.1	16%	2.8%
12	CCOC(=O)c1cccnc1SCC(=O)N(C)c1ccccc1	9%	-6%	1%	-5%	i	3%	-0.1	-1%	0.2%
13	CCS(=O)(=O)Nc1ccc(C(=O)CC2(O)C(=O)Nc3ccc(Br)cc32)cc1 (configuration not stated)	11%	-8%	?	9%	i	-26%	-1.7	1%	7.2%
14	CCOC(=O)N1CCN(Cc2nc3ccc([N+](=O)[O-])cc3c(=O)n2-c2ccccc2F)CC1	-6%	.	2%	-25%	i	-5%	0.0	-17%	-0.7%
15	O=C(Nc1cccc(C(F)(F)F)c1)c1cc(S(=O)(=O)N2CCCC2)c[nH]1	.	-11%	-9%	-26%	i	-24%	.	7%	-0.7%
16	O=C1Nc2ccccc2C1C(C[N+](=O)[O-])c1ccccn1 (configuration not stated)	5%	.	-3%	-1%	i	-6%	0.7	0%	9.7%
17	Cc1ccccc1OCCC(=O)OCC(=O)Nc1ccc(C(N)=O)cc1	-3%	-1%	-3%	?	i	-6%	0.1	3%	-0.4%
18	CCOc1ccc(C(=O)C[n+]2ccc(C(=O)NCCO)cc2)cc1	3%	26%	3%	3%	?	6%	-0.8	1%	-0.8%
19	COc1ccccc1NC(=O)CCS(=O)(=O)c1cc2c3c(c1)CCN3C(=O)CC2	.	6%	-2%	?	i	-1%	.	-1%	0.3%
20	CC1CCCCC12NC(=O)N(CC(=O)N1CCN(S(=O)(=O)c3cccs3)CC1)C2=O (configuration not stated)	14%	13%	-4%	0%	i	-7%	2.5	0%	0.2%
21	CC(NC(=O)C(C)(C)C)C(c1cccs1)N1CCOCC1 (configuration not stated)	-5%	-3%	0%	2%	i	18%	1.7	-5%	-0.4%
22	COc1ccc2c(c1)nc(CN1CCN(CCO)CC1)n2C	12%	8%	-2%	10%	i	10%	1.4	5%	-0.7%
23	CN(C)S(=O)(=O)c1ccc2c(c1)C(=NO)c1cc(S(=O)(=O)N(C)C)ccc1-2	2%	-8%	-11%	-1%	i	-13%	0.2	2%	0.1%
24	CC(=O)Nc1cccc(NC(=O)c2cc(Cl)ccc2Cl)c1	3%	-1%	7%	11%	i	-5%	1.6	5%	7.1%
25	COc1ccccc1NC(=O)CCCc1nc(-c2ccc(OC)c(OC)c2)no1	2%	1%	-3%	?	i	-11%	-0.9	4%	-0.2%
26	CCC(=O)Nc1nnc(SCC(=O)NC2CCCC2)s1	5%	-3%	-10%	-8%	i	2%	-2.4	-7%	-0.2%
27	CCOC(=O)N1CCC(NC(=O)C2=CCN(S(=O)(=O)c3ccc(F)cc3)CC2)CC1	0%	4%	-2%	-12%	i	7%	5.2	-1%	0.1%
28	COc1ccccc1NC(=S)NC(=O)C(C)C	13%	5%	-10%	-14%	i	-1%	-1.6	3%	0.2%
29	C[C@H](CO)N1C[C@H](C)[C@H](CN(C)S(=O)(=O)c2ccc3c(c2)OCCCO3)OCc2cnnn2CCCC1=O	16%	2%	-8%	.	i	-36%	-2.8	.	4.6%
30	COc1cc2[nH]cc(C(=O)NCCc3ccccc3)c(=O)c2cc1OC	0%	0%	-1%	-35%	i	-30%	-1.8	-21%	2.1%
31	O=C(Nc1cccc(S(=O)(=O)N2CCCC2)c1)c1cncc(Br)c1	4%	.	-3%	-21%	i	-36%	-0.6	8%	2.5%
32	Cc1ccc(NS(=O)(=O)c2cc3[nH]c(=O)c(=O)[nH]c3cc2C)cc1N(C)C	.	15%	-4%	?	i	-5%	.	-3%	-0.4%
33	Cc1ccc(CNC(=O)OC2CC3CC2[C@H]2CCCCN2C3=O)cc1 (some centres not stated)	15%	-1%	.	.	i	.	0.2	.	-0.2%
34	COc1ccc(-c2nc(CN3CCC(C(=O)N4CCOCC4)CC3)c(C)o2)cc1OC	5%	4%	-13%	16%	i	-2%	-1.2	1%	0.2%
35	NC(=O)C1CCN(C(=O)CCn2c(=O)oc3ccccc32)CC1	13%	.	-9%	1%	i	-6%	0.2	-1%	-1.1%
36	COC(=O)c1[nH]c2cc(C)ccc2c1NC(=O)CN1CCc2cc(OC)c(OC)cc2C1	8%	-12%	36%[activator]	?	i	-12%	0.3	-22%	6.3%
37	O=C(NCCCn1ccnc1)/C(=C\c1ccccc1F)NC(=O)c1ccccc1	5%	-11%	-3%	8%	i	-12%	-0.2	0%	-0.5%
38	Cc1nn(-c2ccc(N3CCCCC3)nn2)c(C)c1CCC(=O)Nc1ccc(F)cc1F	.	.	?	?	.	-2%	.	-1%	-0.5%
39	Cc1ccc(-n2c(C)nc3c(cnn3-c3ccc(C)c(C)c3)c2=O)cc1C	12%	13%	?	1%	i	-22%	-1.8	1%	2.9%
40	O=C(c1cnsn1)N1CCN(c2ccccc2)CC1	0%	0%	-6%	-25%	i	-10%	-0.1	-12%	-0.6%
41	CCOC(=O)c1ccccc1NC(=O)CSc1ccc(-c2cccnc2)nn1	1%	4%	-13%	-22%	i	7%	-1.1	-4%	0.6%
42	OCC[C@H]1C[C@@H](O)[C@H](O)[C@]2(OCc3ccccc32)O1	9%	2%	12%	13%	i	-2%	-0.5	1%	0.4%
43	Cc1ccc(C2C(C#N)=C(N)SC(N)=C2C#N)cc1	11%	-8%	-1%	-16%	?	-7%	0.2	-17%	4.0%
44	COc1ccc([N+](=O)[O-])cc1NC(=O)c1ccc(N(Cc2ccccc2C)S(C)(=O)=O)cc1	-6%	-4%	4%	-15%	i	-24%	-3.2	-2%	0.3%
45	CC(OC(=O)C1=COCCO1)C(=O)Nc1cc(S(=O)(=O)N2CCCCC2)ccc1Cl (configuration not stated)	11%	-17%	-1%	-3%	i	2%	-1.7	-9%	4.9%
46	CCc1ccccc1NC(=O)C1CCN(S(=O)(=O)c2ccc3c(c2)N(C(C)=O)CCO3)CC1	4%	-5%	10%	1%	i	-10%	0.0	1%	0.0%
47	CC1CCCCN1c1nc2nonc2nc1N1CCCCC1C (configuration not stated)	1%	-2%	-1%	-23%	?	1%	1.6	1%	-0.2%
48	CCCCNC(=O)c1ccc(CS(=O)(=O)c2ccc(OC)cc2)o1	-7%	3%	-1%	3%	i	-4%	-1.1	2%	0.0%

# Brought forward from above: two entries; new compounds follow.
entry	canonical_smiles	EPAC2 agonist	ATXN2 expr inh	TGFb SMAD3 inh	Nrf2 block	ATXN viability	HepG2 viability	IL2 activator	A549 viability	Nrf2 ARE act
47	CC1CCCCN1c1nc2nonc2nc1N1CCCCC1C (configuration not stated)	1%	-2%	-1%	-23%	?	1%	1.6	1%	-0.2%
48	CCCCNC(=O)c1ccc(CS(=O)(=O)c2ccc(OC)cc2)o1	-7%	3%	-1%	3%	i	-4%	-1.1	2%	0.0%
49	Cc1ccc(N2CC(C(=O)OCc3nnc(-c4ccccc4)o3)CC2=O)cc1 (configuration not stated)	5%	8%	14%	0%	?	0%	-0.5	-3%	0.2%
50	COC(=O)c1cc(=O)n(C2CC2)c(=NC2CC2)s1	6%	-8%	-2%	-20%	i	-7%	-3.0	2%	?
51	O=C(O)c1ccc(/C=C2\SC(=S)N(NC(=O)c3ccccc3)C2=O)cc1	1%	.	-11%	-13%	?	-19%	-0.1	-2%	-0.9%
52	Cc1cc(C)n(CC(=O)n2c3ccccc3c3ccccc32)n1	?	-2%	1%	-2%	i	5%	-0.4	-3%	0.4%
53	CS(=O)(=O)Nc1cccc(C2=NN(S(=O)(=O)c3ccccc3)C(c3cccs3)C2)c1 (configuration not stated)	13%	-1%	-10%	?	i	-17%	2.5	-16%	0.4%

# Compound activity as filed in PubChem BioAssay.
